High-throughput results: PubChem, National Center for Advancing Translational Sciences (NCATS)
CCT chaperon mod: changes cytosolic chaperonin activity; purified chaperonin ATPase assay, HTRF ADP detection, 30 min; activity change, % (test concentration not listed), hits read low; hit rate 0.3% among 360,000; AID 651819; in the data active = activity change below about -30%; also: % is scaled to controls: 0 for no effect and ±100 for the full control effect
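First, chaperonin was dispensed at 40 nM or 20 nM final depending on batch activity. Next, compounds were pinned at 76 uM and ATP added at 10 uM. After 30 min at 37 °C, ADP detection reagents ran 30 min at ambient temperature.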
TGFb SMAD3 inh: TGF-b pathway inhibition | HepG2 CAGA-GFP TGF-b/SMAD3 reporter, GFP fluorescence, 18 h; TGF-beta stimulated, 500 pg/mL final | AID 588855 | Potency, µM (highest dose often 46.1 µM), for the others: top-dose activity, negative = inhibition, usual class: inhibitors | hit rate 1.2% among 410,000; also: potency is read from the fitted curve at half-maximal effect; % is scaled to controls: 0 for no effect and ±100 for the full control effect; nearly all actives have a fitted effect of over 65% in size
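Smad-responsive CAGA-GFP expression was quantified in HEPG2 cells exposed to compounds and 500 pg/mL final TGF-beta for 18 h at 37 degrees C; unstimulated wells defined full inhibition.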
MmCpn inh: blocks the Methanococcus maripaludis chaperonin Mm-Cpn. hit rate 0.031% among 330,000. AID 504842. purified Mm-Cpn ATPase, ADP Transcreener TR-FRET. Potency, µM (top dose mostly 76.9 µM), inactives show top-dose activity, negative = inhibition, most hits filed as inhibitors; also: potency is read from the fitted curve at half-maximal effect; % is scaled to controls: 0 for no effect and ±100 for the full control effect; nearly all actives have a fitted effect of over 80% in size
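Reaction buffer contained 30 mM Tris pH 7.4, 100 mM KCl, 5 mM MgCl2 and 1 mM DTT. Mm-CPN (25 nM final) hydrolysed 10 uM ATP over 30 min at 37°C; ADP was read by HTRF.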
HepG2 viability: HepG2 cytotoxicity, counter-screen for TGF-b inhibitors. HepG2 CAGA-GFP viability, ATP luminescence, 18 h. hit rate 0.76% among 410,000. AID 588856. Potency, µM (top dose mostly 46.1 µM), for inactives: at the top dose activity change, negative = cytotoxicity, most hits filed as cytotoxic; also: potency is read from the fitted curve at half-maximal effect; some results filed as inactive show a strong effect at the top dose
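HepG2 CAGA-GFP cells (1000/well, DMEM with 1% FBS) received compound, then TGF-beta at 500 pg/mL final, and were incubated 18 hours at 37 degrees C. Viability was read by CellTiter-Glo luminescence. Media-only wells were set as complete cell-killing and DMSO as no toxicity.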
Nrf2 activator: activators of Nrf2 (ARE) signaling | AREc32 ARE-luciferase reporter (MCF7-derived line), luminescence, 24 h | Potency, µM (doses to about 46.1 µM), without a hit: at the top dose activation, most hits filed as activators | hit rate 0.31% among 410,000; also: potency is read from the fitted curve at half-maximal effect; % of control where 0% means no effect; nearly all actives have a fitted effect of over 65% in size
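Each well held 1000 AREc32 cells, which were incubated with compound for 24 hr at 37 deg C after overnight attachment, and ARE reporter activity was quantified by firefly luciferase luminescence.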
ATXN viability: viability counter-screen for ATXN expression inhibitors; S2 cells (HEK-293 line with an ATXN2-luciferase reporter) viability, CellTiter-Fluor protease fluorescence, 24 h; Potency, µM (series often up to 56.7 µM), most hits filed as cytotoxic; hit rate 0.49% among 400,000; AID 651635; also: potency is read from the fitted curve at half-maximal effect; nearly all actives have a fitted effect of over 40% in size
A549 viability: A549 cytotoxicity, counter-screen for Nrf2 inhibitors; Potency, µM (highest dose often 46 µM), for the others: top-dose activity change, negative = cytotoxicity, hits mostly inhibitors; hit rate 0.16% among 390,000; A549 ARE-Fluc cells, CellTiter-Fluor viability, 18-24 h; also: potency is read from the fitted curve at half-maximal effect; % is scaled to controls: 0 for no effect and ±100 for the full control effect
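A549 ARE_Fluc cells in 5% FBS OPTI-MEM were exposed to compounds in concentration-response for 18-24 h at 37 deg C. Viability was read by CellTiter-Fluor fluorescence (Ex 405/Em 525) after 30 min, before the luciferase read.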
Nrf2 inh: blocks Nrf2 signaling. AID 504444. Potency, µM (titrated, usually from 46 µM), without a hit: top-dose activity change, negative = inhibition, actives largely listed as inhibitors. hit rate 2.1% among 360,000. A549 ARE-Fluc reporter, luciferase luminescence, 18-24 h; also: potency is read from the fitted curve at half-maximal effect; % is scaled to controls: 0 for no effect and ±100 for the full control effect; nearly all actives have a fitted effect of over 60% in size
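In this cell-based qHTS, ARE-driven firefly luciferase in A549 cells reports Nrf2 activity; the luminescent signal after BugLite lysis is the measured value, with a prior CellTiter-Fluor read for cell health.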
pAkt inh: inhibitors of Akt phosphorylation; Neuro2A IGF-stimulated pAkt S473 HTRF, 20 min; hits give low values; activity change, % for hits at 50 µM; hit rate 0.32% among 360,000; in the data active = activity change below about -80%; inconclusive = mostly about -51% to -80%; also: % is scaled to controls: 0 for no effect and ±100 for the full control effect
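Single-point screen (50 µM final compound) in Neuro2A cells stimulated 20 min with 6 nM IGF at 37 deg C. After lysis, Ser473-phosphorylated Akt read by HTRF (ex 330 nm, em 615/665 nm) as the 665/615 ratio.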
The depositor's hits bear a star; i = inactive; ? = inconclusive; / = not tested or not shown; & = joins results of further samples. Unless noted, calls follow the shape of the dose curve; as a rule, active = well fitted curve in the direction sought with a large enough effect; inconclusive = small, poorly fitted or top-dose-only effect, or another doubt; inactive = no such curve, though single readings can be large; an effect the other way counts as inactive or inconclusive.

SMILES | CCT chaperon mod | TGFb SMAD3 inh | MmCpn inh | HepG2 viability | Nrf2 activator | ATXN viability | A549 viability | Nrf2 inh | pAkt inh
CC(C)CN(C(=O)COC(=O)c1ccc(Br)cc1)c1c(N)n(Cc2ccccc2)c(=O)[nH]c1=O | 0.0 | -7% | -4% | -28% | 0.3% | ? | -2% | -9% | i
CC1Cc2ccccc2N1C(=O)C1CCCCN1S(=O)(=O)c1ccccc1 (stereo not drawn) | -2.5 | -6% | -1% | 4% | -0.4% | i | -7% | ? | i
Cc1cccc(CSCC(=O)N2CCN(S(=O)(=O)c3ccccc3C#N)CC2)c1 | -1.7 | 6% | / | 3% | -0.8% | i | / | / | i
Cc1ccc(C(=O)CSc2nc3cc(C(=O)NC4CCCC4)ccc3c(=O)n2CC2CCCO2)c(C)c1 (stereo not drawn) | / | -3% | / | -1% | 0.2% | i | 7% | ? | /
Oc1c(CN2CCOCC2)ccc2ccccc12 | -1.2 | 1% | 1% | -1% | 14% | i | -2% | 15% | i
Cc1cc(C)cc(-n2ncc3c2CCCC3NC(=O)C2(C(N)=O)CC2)c1 (stereo not drawn) | 0.2 | -20% | -1% | -9% | 2.8% | i | -1% | ? | i
O=C1NC[C@H](CCCCN2C[C@H](Cc3ccc(O)cc3)N(CCc3ccccc3)C(=O)C2=O)N(CCc2ccccc2)C1=O | 0.1 | / | / | / | -0.1% | i | / | / | i
Cc1ccc(C(=O)O)cc1-c1ccc(/C=C2/NC(=O)N(c3ccccc3)C2=O)o1 | -3.7 | -1% | 0% | -3% | 0.1% | i | ? | ? | i
CCOc1ccccc1NC(=O)C(c1ccccc1)N1CCN(CC(=O)N2CCOCC2)CC1 (stereo not drawn) | -1.6 | 9% | 1% | 7% | -0.8% | i | 1% | -20% | i
COC(=O)C1=C(C)NC(=O)NC1c1ccc(OC(=O)c2ccco2)cc1 (stereo not drawn) | -0.2 | -12% | -1% | 0% | 0.2% | / | 13% | 9% | i
Cc1ccc(NS(=O)(=O)c2ccc(C(=O)OCC(=O)Nc3cc(C)on3)cc2)cc1 | 0.3 | -8% | 2% | 25% | -0.3% | i | 3% | 2% | i
CCOC(=O)C(=O)N1CCC(Cc2ccccc2)CC1 | -2.1 | -23% | -2% | -4% | 2.0% | i | 6% | -2% | i
CCCCN(CCNP(=O)(OCC)OCC)CP(=O)(OCC)OCC | -1.0 | -5% | -2% | 5% | -0.3% | i | 11% | / | i
CCCOc1ccc(CNC(=O)C2CCN(C(=O)c3sccc3-n3cccc3)CC2)cc1 | / | / | / | -37% | 3.5% | / | -23% | ? | /
CCOc1ccc(CCNC(=O)c2ccc(C)c(-n3c(C)nc4cccnc43)c2)cc1OCC | / | -6% | / | -3% | -1.0% | / | -10% | 1% | /
COc1ccc(C)cc1NC(=O)CN1C(=O)COc2ccc(S(=O)(=O)N3CCCCCC3)cc21 | -0.1 | ? | -4% | -3%&-4% | 0.3%&-1.1% | ? | -9%&-2% | ? | i
O=S(=O)(Cc1ccccc1)Nc1ccccc1Br | 1.7 | 29% | -8% | -11% | 0.1% | i | -2% | 6% | i
O=C(Cn1nc(-c2ccccc2)ccc1=O)NCCCN1CCOCC1 | -1.6 | 3% | -1% | -1% | -0.6% | i | 1% | 12% | i
CCC(CC)c1nnc(NC(=O)C2CC(=O)N(C3CCCC3)C2)s1 (stereo not drawn) | -0.4 | -5% | -7% | -2% | 0.1% | i | 3% | -20% | i
COCCN(C(=S)Nc1cccc(OC)c1)C1CCN(C(C)C)CC1 | -0.9 | -2% | 1% | 1% | 2.6% | i | 1% | 4% | i
Cn1c2ccccc2c2cnn(CC(=O)Nc3ccccc3F)c(=O)c21 | / | 13% | / | -2% | -0.4% | i | -10% | 16% | /
O=C(Nc1ccccc1)N1CCSc2ccccc21 | -0.7 | 5% | 1% | -7% | -0.4% | i | 1% | 7% | i
COc1ccccc1CNC(=O)CCC1N=C2c3ccccc3N=C(SCc3ccccc3Cl)N2C1=O (stereo not drawn) | / | ? | / | -5% | 0.5% | / | -22% | / | /
Cc1cc(NS(=O)(=O)c2ccccc2)no1 | -1.7 | -1% | 0% | -1% | -1.0% | i | -1% | -14% | i
N#C/C(=C\c1ccccc1)C(=O)Nc1sc2c(c1C(N)=O)CCC2 | / | 0% | / | -2% | 6.3% | i | -2% | 9% | /
Cc1ccc(NC(=O)NCc2ccncc2)cc1Cl | -3.2 | -10% | 3% | -17% | -0.2% | i | 1% | 1% | i
CCOC(=O)C1CCCN(Cc2cc(OC)c(O)c(OC)c2)C1 (stereo not drawn) | -3.9 | 0% | -2% | -5% | -0.9% | i | 9% | 24% | i
CCN1C[C@@H]2[C@@H]3C(=O)N(Cc4ccccc4)C(=O)[C@@H]3[C@](C)(C(=O)OC)N2C1=NC1CCCCC1 | 0.2 | 4% | 1% | -4% | -0.3% | i | -4% | 1% | i
CCCCn1c(SCc2ccc(C(=O)OC)o2)nc2cc(S(N)(=O)=O)ccc21 | -0.9 | -28% | 0% | -16% | 3.2% | i | -9% | 16µM* | i
c1ccc(-c2nc(NCc3cccs3)c3ccccc3n2)cc1 | -48* | ? | 0% | -6% | 10.0% | i | -5% | 10% | i
CCN(C(=O)c1cc2c(s1)-c1c(C)cccc1OC2)c1ccccc1F | / | ? | / | -5% | 9.1% | i | 8% | 20% | /
C=C(Br)CN1CCN(CC(=C)Br)CC1 | -1.2 | 6% | 0% | 27% | 0.4% | i | 0% | 21% | /
COc1cc2c(cc1OC)C(c1ccc(F)cc1)N(c1ccc(F)cc1)C(=O)C2 (stereo not drawn) | / | -2% | / | -40% | 17% | i | 15% | 4% | /
CCNc1nc(SC(C(C)=O)C(C)=O)nc(N(C)C)n1 | 2.9 | 11% | -8% | 13% | -0.7% | i | 1% | 1% | i
CC(=O)c1cccc(NC(=O)CSc2nnnn2C2CCCC2)c1 | 0.6 | -15% | 0% | -7% | 4.9% | i | 1% | 10% | i
O=C(NCCc1ccccc1)C1CCN(S(=O)(=O)c2ccccc2)CC1 | -0.7 | 2% | 2% | 5% | -0.1% | i | 27% | ? | i
O=C(Cc1ccc(Br)cc1)OCC(=O)N1CCOCC1 | -1.4 | -1% | 0% | 3% | -0.6% | i | 4% | 11% | i
COCCCn1c(=O)c2ccccc2c2ccccc2c1=O | 1.3 | 15% | 0% | 8% | -0.2% | i | -2% | 1% | i
CC(=O)N(CN1C(=O)c2ccc([N+](=O)[O-])cc2C1=O)c1cccc(C(=O)O)c1 | -5.7 | 12% | 0% | 6% | 0.0% | i | 3% | 13% | i
Cc1ccc(CNC(=O)C2(C)CCN2C(=O)Cc2ccc(C(C)(C)C)cc2)cc1 (stereo not drawn) | -0.6 | 0% | / | -39% | 3.1% | i | / | / | i
Clc1ccc(Oc2nc3c(Cl)cccc3s2)cc1Cl | -1.2 | 4% | -1% | 1% | 14% | i | 0% | ? | i
C=C(C)c1sc(-c2ccccc2)nc1C | -1.9 | -12% | / | -7% | 7.8% | i | 14% | 19% | i
CN(C)C(CNc1ncnc2ccccc12)c1c(F)cccc1Cl (stereo not drawn) | -2.7 | -12% | 0% | -5% | 0.1% | i | 10% | 3% | i
Cc1nc2ccc(NC(=O)c3cccc(S(=O)(=O)N4CC(C)OC(C)C4)c3)cc2s1 (stereo not drawn) | -2.9 | -26% | -3% | 4% | 0.1% | i | -11% | / | i
Cc1ccc(CNC(=O)c2cc(Sc3ccc(F)cc3F)nc3ccccc23)cc1 | / | 0% | / | -14% | 0.4% | / | 5% | / | /

Entries shown so far that have a cyano group, in the order listed:
SMILES | CCT chaperon mod | TGFb SMAD3 inh | MmCpn inh | HepG2 viability | Nrf2 activator | ATXN viability | A549 viability | Nrf2 inh | pAkt inh
Cc1cccc(CSCC(=O)N2CCN(S(=O)(=O)c3ccccc3C#N)CC2)c1 | -1.7 | 6% | / | 3% | -0.8% | i | / | / | i
N#C/C(=C\c1ccccc1)C(=O)Nc1sc2c(c1C(N)=O)CCC2 | / | 0% | / | -2% | 6.3% | i | -2% | 9% | /

The list continues.
SMILES | CCT chaperon mod | TGFb SMAD3 inh | MmCpn inh | HepG2 viability | Nrf2 activator | ATXN viability | A549 viability | Nrf2 inh | pAkt inh
CN(C)c1ccnc(Nc2ccc(F)cc2)c1C#N | 2.2 | 1% | 1% | -2% | 1.1% | i | -4% | -1% | i
CCOc1ccccc1NC(=O)COc1cccc(-n2cnnn2)c1 | 0.3 | 45% | -1% | -2% | 0.4% | i | -4% | -26% | i
O=C(CSc1nnc(-c2ccncc2)n1-c1ccccc1)Nc1ccc(Cl)c(Cl)c1 | / | ? | / | -33% | 0.1% | i | 0% | / | /
O=S(=O)(Cc1cc(N2CCOCC2)nc(-c2ccccn2)n1)c1ccccc1 | 0.5 | -27% | 1% | -34% | -0.6% | i | -24% | ? | i
CCCc1nc(SCC(=O)c2ccc(F)cc2)c2ccccc2n1 | -4.0 | ? | -3% | -46% | 22% | i | 8% | ? | i
Cc1[nH]c(=O)[nH]c(=O)c1S(=O)(=O)Nc1ccc(Cl)c([N+](=O)[O-])c1 | -1.7 | 2% | -2% | -19% | -0.8% | i | -5% | 8% | i
CCc1nnc(NC(=O)CCC(=O)N2CCCC(O)C2)s1 (stereo not drawn) | -0.3 | -19% | 1% | 4% | -0.9% | i | 4% | 8% | i
Cn1c2ccccc2c2cc(C(=O)NNC(=O)CCl)sc21 | -0.5 | -21% | -4% | -28% | -0.6% | / | -2% | -8% | i
COc1cccc(-n2c(=O)c3sc4ccccc4c3n(CC(=O)NC3CCCCC3)c2=O)c1 | / | -3% | / | 4% | -0.9% | i | -20% | 9% | /
